FAS-TE inh – inhibitors of human fatty acid synthase thioesterase domain; inhibition, % at 15 µM; actives 0.67% (n = 360,000); recombinant FAS-TE, OMFH fluorogenic substrate, fluorescence endpoint;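 active = compounds whose normalised, plate-corrected inhibition of enzyme fluorescence in the single-dose primary screen is 50% or more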;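 note: 0% = DMSO with enzyme and 100% = substrate without enzyme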
E coli Lon inh – inhibitors of E. coli Lon protease | inhibition, % at 7.94 µM | purified E. coli Lon protease, fluorescence polarization | AID 602123 | actives 0.42% (n = 360,000) | P0A9M0; in the data active = inhibition above about 13%, passing the limit was not always enough;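 note: 0% = enzyme with probe and DMSO and 100% = no enzyme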
MsrA act – activates bovine MsrA enzyme; actives 0.3% (n = 360,000); purified bovine MsrA, absorbance read-out; activation, % at 10.6 µM; in the data active = activation above about 7.5%;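 note: 0% = vehicle and 100% = reference activator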
MT1-MMP act inh – MT1-MMP (human) activation inhibition; P50281; HT1080 RFP-PRO-GFP cells, GFP/RFP ratio fluorescence, overnight; percent of plate control window, DMSO zero; GFP/RFP ratio change, % at 20 µM; actives 0.061% (n = 360,000);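 active = GFP/RFP ratio change of at least 30% with cell ATP level not reduced by more than half and red fluorescence within 50% of control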; note: strong numbers were not always called active
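Assay system: HT1080 RFP-PRO-GFP cells. Benchmarks: DMSO vehicle wells and RFP-L50D-GFP reporter cell wells. Times: overnight cell settling, then overnight compound exposure, 37 °C, 5% CO2. Compound: 20 µM single dose, 1% DMSO. Read-out basis: GFP/RFP fluorescence ratio.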
Neddylation inh – cullin neddylation inhibition | P61081+Q13564 | TR-FRET cullin neddylation, biochemical | calls only at 25 µM | actives 0.58% (n = 360,000); in the data active = inhibition above about 36%
MsrA inhibitor – inhibitors of bovine MsrA | purified bovine MsrA, absorbance read-out | inhibition, % at 15.5 µM | actives 0.75% (n = 360,000) | AID 651718; in the data active = inhibition above about 4.5%;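 note: 0% = vehicle wells with enzyme and 100% = reference inhibitor wells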
SKN-1 inh – inhibitors of C. elegans SKN-1; actives 0.49% (n = 360,000); AID 624304; inhibition, % at 21.8 µM; C. elegans VP596 Pgst-4::GFP/RFP ratio, acrylamide-induced, 24 h;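 active = interference check ratio from 0.5 to 1.5 plus GFP to RFP signal ratio inhibition reaching or exceeding a fixed threshold, cut at about 30% in these data, passing the limit was not always enough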; note: some compounds called inactive have numbers as strong as hits
Rin1-Abl PPI inh – inhibitors of human Rin1-Abl protein interaction; P00519+Q13671; actives 0.4% (n = 360,000); TR-FRET Rin1/Abl binding, biochemical; inhibition, % at 7.35 µM; AID 588664; in the data active = inhibition above about 5%, passing the limit was not always enough
CendR NRP1 mod – NRP-1/CendR interaction modulation. FAM-RPARPAR peptide binding to NRP-1, fluorescence polarization. inhibition, % at 25 µM. actives 0.85% (n = 360,000);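 active = inhibition or corrected inhibition above about 18%, plus a signal ratio from 0.5 to 1.5, limit read from the data, passing the limit was not always enough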; note: strong numbers were not always called active
Target sequence (O14786 whole entry, looked up): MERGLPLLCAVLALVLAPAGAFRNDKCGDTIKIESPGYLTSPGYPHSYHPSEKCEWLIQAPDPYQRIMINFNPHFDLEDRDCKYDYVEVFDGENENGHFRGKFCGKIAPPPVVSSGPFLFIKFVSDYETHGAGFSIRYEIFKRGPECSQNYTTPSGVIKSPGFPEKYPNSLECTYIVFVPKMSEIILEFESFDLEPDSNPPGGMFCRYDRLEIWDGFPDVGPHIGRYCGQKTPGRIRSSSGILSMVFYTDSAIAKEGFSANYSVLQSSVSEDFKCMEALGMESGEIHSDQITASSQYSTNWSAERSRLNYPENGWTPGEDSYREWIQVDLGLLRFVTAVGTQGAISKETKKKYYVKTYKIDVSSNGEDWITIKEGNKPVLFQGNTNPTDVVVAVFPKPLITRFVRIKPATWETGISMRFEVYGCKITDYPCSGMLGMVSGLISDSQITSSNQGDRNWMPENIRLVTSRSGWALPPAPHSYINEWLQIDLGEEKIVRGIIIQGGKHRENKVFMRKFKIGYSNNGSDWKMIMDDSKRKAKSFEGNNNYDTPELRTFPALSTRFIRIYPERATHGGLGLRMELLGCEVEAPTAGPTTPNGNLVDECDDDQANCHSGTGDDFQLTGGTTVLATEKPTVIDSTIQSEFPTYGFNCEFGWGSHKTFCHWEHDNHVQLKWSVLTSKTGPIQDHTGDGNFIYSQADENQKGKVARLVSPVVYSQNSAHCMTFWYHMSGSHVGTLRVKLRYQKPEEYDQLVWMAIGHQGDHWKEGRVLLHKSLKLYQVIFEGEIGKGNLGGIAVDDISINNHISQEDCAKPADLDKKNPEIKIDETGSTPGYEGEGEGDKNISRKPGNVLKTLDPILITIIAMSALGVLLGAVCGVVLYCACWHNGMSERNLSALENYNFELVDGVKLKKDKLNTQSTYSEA
Numbers without * were called inactive; i = inactive; . = not tested or not shown.

SMILES | FAS-TE inh | E coli Lon inh | MsrA act | MT1-MMP act inh | Neddylation inh | MsrA inhibitor | SKN-1 inh | Rin1-Abl PPI inh | CendR NRP1 mod
Cc1ccsc1C(=O)N1CCC1(C)C(=O)NCc1cccc2ccccc12 (configuration not stated) | 1 | -1 | -3 | 2 | i | -0.7 | 16 | 5 | -4
Cn1c(=O)c2c(nc(CN3CCc4ccccc4C3)n2Cc2ccccc2F)n(C)c1=O | 32 | 11 | -12 | -2 | i | -0.1 | -9 | 0 | 5
COc1ccc(Cl)c(-c2cc(C(=O)Nc3ccc(C)c(NS(C)(=O)=O)c3)[nH]n2)c1 | 2 | 18 | -8 | -2 | i | -0.5 | -2 | 6 | -4
Cc1c(/C=N/NC(=O)c2ccc(Br)o2)cnn1C | -2 | 3 | -4 | -2 | i | 0.9 | 4 | -2 | -2
COc1ccc(C2C3=C(CC(C)(C)CC3=O)Oc3ncn(CCCn4ccnc4)c(=N)c32)cc1 (configuration not stated) | -7 | -2 | 1 | 1 | i | 0.8 | -8 | 4.5* | 2
CC(C)(C)NC(=O)/C(=C/c1cccnc1)NC(=O)c1ccco1 | -4 | -3 | -1 | -2 | i | -0.4 | 11 | -3 | 17
Cc1ccc(S(=O)(=O)NCc2ccc(/C=C(/C#N)C(=O)NCc3ccccc3)o2)cc1 | -1 | 0 | -3 | -3 | i | 4.0 | -7 | -1 | -8
CCOC(=O)N1CCN(Cc2cn[nH]c2-c2cc3ccccc3o2)CC1 | 1 | -2 | -1 | 0 | i | -1.6 | -9 | 0 | 0
CCOc1ccc(C(=O)NNC(=O)CCNC(=O)c2ccco2)cc1OC | -9 | -8 | -2 | 1 | i | 0.1 | 14 | -1 | -13
CN(C)C(=O)c1cccc(-c2cnc3c(NC=O)cc(-c4cccc(C(F)(F)F)c4)cn23)c1 | 6 | -32 | -3 | -6 | i | 0.0 | -23 | 3 | -14
COc1ccc2c(c1)CCc1c(C(=O)NCCN3CCOCC3)noc1-2 | -6 | 1 | -4 | -2 | i | 2.7 | 6 | -4 | -6
O=C(O)c1ccc(/C=N/N2CCN(Cc3cccc4ccccc34)CC2)cc1 | 0 | 6 | -1 | 5 | i | -0.5 | -2 | 0 | -5
COc1cc(S(=O)(=O)N2CCOCC2)ccc1NC(=O)COC(=O)C12CC3CC(CC(C3)C1)C2 | 28 | 2 | -1 | 6 | i | -0.3 | -17 | 0 | 19
O=C(NCCc1ccccc1)C1CCN(S(=O)(=O)c2cccc3nsnc23)CC1 | 0 | -10 | -2 | -4 | i | -0.2 | -9 | -1 | -3
COc1ccc(OC)c(CCNC(=O)C2CCN(c3ncnc4c3nc3n4CCCCC3)CC2)c1 | 0 | -1 | -2 | 3 | i | -0.7 | -17 | -1 | 8

Compound profiles, as listed above:
`O=C(O)c1ccc(/C=N/N2CCN(Cc3cccc4ccccc34)CC2)cc1` is listed with FAS-TE inh = 0; E coli Lon inh = 6; MsrA act = -1; MT1-MMP act inh = 5; Neddylation inh = i; MsrA inhibitor = -0.5; SKN-1 inh = -2; Rin1-Abl PPI inh = 0; CendR NRP1 mod = -5
`Cc1c(/C=N/NC(=O)c2ccc(Br)o2)cnn1C` is listed with FAS-TE inh = -2; E coli Lon inh = 3; MsrA act = -4; MT1-MMP act inh = -2; Neddylation inh = i; MsrA inhibitor = 0.9; SKN-1 inh = 4; Rin1-Abl PPI inh = -2; CendR NRP1 mod = -2
`CCOc1ccc(C(=O)NNC(=O)CCNC(=O)c2ccco2)cc1OC` is listed with FAS-TE inh = -9; E coli Lon inh = -8; MsrA act = -2; MT1-MMP act inh = 1; Neddylation inh = i; MsrA inhibitor = 0.1; SKN-1 inh = 14; Rin1-Abl PPI inh = -1; CendR NRP1 mod = -13

(list continues)
SMILES | FAS-TE inh | E coli Lon inh | MsrA act | MT1-MMP act inh | Neddylation inh | MsrA inhibitor | SKN-1 inh | Rin1-Abl PPI inh | CendR NRP1 mod
CCOC(=O)CNC(=O)CSc1nnc(NC(=O)c2ccc(S(=O)(=O)N3CCOCC3)cc2)s1 | -5 | -2 | -2 | 0 | i | 1.8 | 1 | 2 | 5
COc1ccccc1C(=O)NCCC(=O)NCC(c1ccc(F)cc1)N1CCOCC1 (configuration not stated) | -6 | -12 | -1 | -3 | i | -1.9 | -17 | 2 | -6
CCn1c(=O)n(CC)c2cc(NC(=O)c3ccccc3Cl)ccc21 | -5 | -4 | -2 | 4 | i | -0.4 | 8 | -1 | 6
Cc1ccc(C(C)NC(=O)c2ccncc2)c(C)c1 (configuration not stated) | -1 | -3 | -6 | 5 | i | -0.8 | 3 | -1 | -3
O=C(/C=C/c1ccccc1[N+](=O)[O-])OCC(=O)N1CCN(c2ccccc2)CC1 | 14 | 3 | 2 | 2 | i | 0.0 | -7 | -1 | -4
Cc1ccc2[nH]c(C(=O)N3CCCC(Nc4ccc(F)cc4)C3)cc2c1 (configuration not stated) | 15 | -6 | -5 | -1 | i | 0.3 | 10 | 1 | 4
O=C(COC(=O)CCc1ccccc1)Nc1cc(S(=O)(=O)N2CCOCC2)ccc1N1CCCC1 | 3 | -1 | -4 | -1 | i | -1.3 | 2 | 2 | -6
COc1ccc(-c2nc(CN3CCN(C(=O)c4ccco4)CC3)c(C)o2)c(F)c1 | -4 | -14 | -4 | 0 | i | -1.3 | -4 | 2 | 2
CCc1ccc(/C=N/NC(=O)c2c[nH]c3ccccc23)s1 | 10 | -1 | -14 | 12 | i | 4.3 | 5 | 3 | 7
COC(=O)c1ccccc1NC(=O)CSc1ncn[nH]1 | -6 | 2 | -5 | 0 | i | -1.6 | 5 | -1 | 4
Cc1[nH]c2ccccc2c1Cc1n[nH]c(=S)n1C | -10 | -13 | 4 | 3 | i | 0.0 | 9 | 3 | 7
COc1ccc(CCNC2CC(=O)N(CCc3ccccc3)C2=O)cc1OC (configuration not stated) | -3 | 2 | -5 | 4 | i | -0.7 | 10 | 2 | -12
O=C(Cc1cccs1)NCCN1CCOCC1 | -9 | 7 | -2 | 1 | i | -0.3 | 8 | 4 | -8
CC(C1CC1)N(Cc1ccccc1)C(=S)Nc1cccc(C(F)(F)F)c1 (configuration not stated) | 31 | 9 | -4 | 15 | i | 0.6 | 8 | 2 | 0
Cc1scc(C(=O)NNC(=O)CCC(=O)O)c1C | 0 | -4 | -1 | -2 | i | . | 7 | -1 | 6
COc1ccc(-c2ccc3c(c2)C2CC3CCN2C(=O)OCc2ccccc2)cc1 (configuration not stated) | 23 | 0 | -1 | 1 | i | 0.7 | 6 | -1 | -3
CC(C)NC(=O)N1c2ccccc2Sc2ccccc21 | -2 | -9 | -3 | 1 | i | -1.4 | -2 | 3 | -8
CC1=NOC(=O)/C1=C/c1ccc(O)c(Br)c1 | -2 | -2 | -4 | -9 | i | 3.4 | -3 | -2 | -1
COc1cccc(CNC(C)C(=O)Nc2ccc(S(=O)(=O)N3CCCC3)cc2)c1 (configuration not stated) | -4 | 3 | -2 | -5 | i | -0.5 | -2 | 2 | 6
COc1cc(/C=N/Nc2nc3ccccc3[nH]2)ccc1O | -10 | -2 | -4 | 14 | i | 4.9* | 11 | -1 | -13
CCCC[C@@H]1CNC(=S)N1CCc1cccc(F)c1 | 6 | -1 | -4 | 3 | i | -0.3 | 1 | 4 | 13
CC(C)(C)c1ccccc1NC(=S)NC1CCCCC1 | 14 | -7 | -3 | 0 | i | 0.4 | 11 | -4 | -6
CN(CC(=O)Nc1ccc(Cl)cc1)C(=O)Cc1c(F)cccc1Cl | 0 | 2 | -1 | 0 | i | -1.0 | -1 | -3 | -3
CCCn1c(SCC(=O)NCc2ccccc2)nnc1-c1ccncc1 | -6 | -5 | -8 | -6 | i | 2.9 | -1 | 1 | -18
O=C(NCc1ccccc1)C(c1cccnc1)N(Cc1ccco1)C(=O)c1ccccn1 (configuration not stated) | -2 | 2 | -2 | -5 | i | 0.9 | -1 | -1 | -11
Cc1ccc(S(=O)(=O)Cc2ccc(C(=O)N3CCN(c4cccc(C)c4C)CC3)o2)cc1 | 16 | 2 | -3 | 2 | i | 1.0 | -24 | -3 | 2
Cc1nnc(SCC(=O)N(C)c2ccccc2)n1Cc1ccccc1 | -4 | -7 | -7 | 2 | i | 0.6 | -3 | 4 | -4
Cc1cc(NC(=O)c2ccc3sc([C@@H]4O[C@H](CO)[C@H](O)[C@H](O)[C@H]4O)nc3c2)n(C)n1 | -8 | 0 | -1 | 6 | i | -0.4 | 20 | -3 | 12
COc1ccc(CN2CCN(c3nc4ccccc4s3)CC2)cc1 | 10 | -1 | -4 | 0 | i | -0.1 | 4 | 4 | 6
O=C(NCc1cccnc1)C1CCN(S(=O)(=O)c2cc(Cl)ccc2Cl)CC1 | -7 | 11 | -4 | -3 | i | 1.1 | 10 | 1 | 5
O=C(COc1ccc2ccccc2c1)Nc1ccc(Cc2ccncc2)cc1 | 5 | -17 | -8 | 4 | i | 2.7 | -1 | -1 | 10
Cc1cc(C)n(C(=O)CCCCCC(=O)n2nc(C)cc2C)n1 | 4 | -3 | -2 | 0 | i | -0.1 | -7 | 2 | -17
Cc1c(C(=O)NN2CCN(C)CC2)cccc1[N+](=O)[O-] | 0 | -7 | 0 | 3 | i | -0.4 | -5 | -1 | 10
COCCNC(=O)c1ccc2c(=O)n(Cc3ccco3)c(SCC(=O)NC3CCCC3)nc2c1 | -1 | -11 | 0 | 2 | i | 1.3 | -6 | -1 | -7
Cc1ccc2cccc(OC(=O)/C=C\c3ccccc3)c2n1 | -3 | 6 | -4 | 0 | i | 0.8 | -6 | 1 | -7
Cc1ccc(S(N)(=O)=O)cc1NC(=O)C(c1ccccc1)c1ccccc1 | -3 | 1 | 2 | -1 | i | 0.9 | 16 | -1 | 4
COCC(C)NC(=O)c1ccc(N(C)C)cc1 (configuration not stated) | -12 | -3 | -14 | 1 | i | 0.2 | -32 | 0 | 6
CN1C(=O)c2ccccc2OC1(C)Cc1ccccc1 (configuration not stated) | -2 | 15 | -9 | 0 | i | -0.2 | -1 | -2 | -12
Cc1ccc(CN(C(=O)c2c(F)cccc2F)C2CC(C)(C)NC(C)(C)C2)o1 | -8 | -11 | -4 | -3 | i | 0.2 | -6 | 1 | 9
Cc1ccc(C)c(S(=O)(=O)NC(C)C(=O)NCc2ccccn2)c1 (configuration not stated) | -6 | -3 | 0 | -4 | i | -1.4 | 13 | -3 | 5
CN(C)S(=O)(=O)Oc1ccsc1C(=O)Nc1ccc(Cl)c(Cl)c1 | 31 | 14 | -1 | 1 | i | 0.6 | 6 | -2 | 10
CC(C)(C)c1cc(CCC(=O)Nc2ccncc2)cc(C(C)(C)C)c1O | 5 | -4 | -1 | -6 | i | -1.1 | -1 | 5 | 1
Cc1ccc(OCCNC(=O)c2ccc(C)cc2)cc1 | -1 | -3 | -2 | 2 | i | 0.0 | 5 | -1 | 6
Cc1ccc(/C=N\Nc2cn[nH]c(=O)c2Cl)cc1 | -5 | -7 | -6 | 4 | i | 7.8* | -6 | 0 | -6
Cc1cc(=O)[nH]c2c3ccccc3nn12 | -9 | 7 | -3 | -1 | i | 1.7 | 5 | 5 | 7
CCOc1ccccc1CSc1nc2ccccc2[nH]1 | 2 | -11 | 0 | 0 | i | 1.0 | 10 | -6 | -6
COc1ccc(C(=O)COC(=O)c2cc(C)no2)c(OC)c1 | -9 | -3 | -5 | -2 | i | 0.3 | -13 | 5 | -13
Cc1cccc(Cn2c(N3CCN(C)CC3)nc3c2c(=O)[nH]c(=O)n3C)c1 | -4 | 1 | -3 | -2 | i | 0.1 | 11 | 1 | 6
c1ccc2nc(-c3nccs3)ccc2c1 | -2 | 3 | -10 | -4 | i | 1.4 | 18 | 1 | 1
Cc1ccc2oc(=O)n(CCCOc3ccccc3)c2c1 | 13 | 0 | -1 | 2 | i | -1.1 | 1 | 2 | 12

Assay outcomes from PubChem BioAssay.

Hits appear at their usual frequency. Share with any hit: about 4.2%.
